Compound activity as filed in PubChem BioAssay.
ADAM17 inh: ADAM17 inhibitors, primary screen, biochemical, QFRET. Disintegrin and metalloproteinase domain-containing protein 17 (Homo sapiens), P78536. recombinant ADAM17, EDANS/DABCYL FRET peptide cleavage. inhibition, % at 6.95 µM. 0.83% of 370,000 active;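 active = inhibition above the mean of compounds lying between control limits plus 3 SD, set per campaign, cut at about 8.5% in these data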;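 note: 0% = DMSO-only wells as the low control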
Target sequence (P78536 215-824 limits assumed): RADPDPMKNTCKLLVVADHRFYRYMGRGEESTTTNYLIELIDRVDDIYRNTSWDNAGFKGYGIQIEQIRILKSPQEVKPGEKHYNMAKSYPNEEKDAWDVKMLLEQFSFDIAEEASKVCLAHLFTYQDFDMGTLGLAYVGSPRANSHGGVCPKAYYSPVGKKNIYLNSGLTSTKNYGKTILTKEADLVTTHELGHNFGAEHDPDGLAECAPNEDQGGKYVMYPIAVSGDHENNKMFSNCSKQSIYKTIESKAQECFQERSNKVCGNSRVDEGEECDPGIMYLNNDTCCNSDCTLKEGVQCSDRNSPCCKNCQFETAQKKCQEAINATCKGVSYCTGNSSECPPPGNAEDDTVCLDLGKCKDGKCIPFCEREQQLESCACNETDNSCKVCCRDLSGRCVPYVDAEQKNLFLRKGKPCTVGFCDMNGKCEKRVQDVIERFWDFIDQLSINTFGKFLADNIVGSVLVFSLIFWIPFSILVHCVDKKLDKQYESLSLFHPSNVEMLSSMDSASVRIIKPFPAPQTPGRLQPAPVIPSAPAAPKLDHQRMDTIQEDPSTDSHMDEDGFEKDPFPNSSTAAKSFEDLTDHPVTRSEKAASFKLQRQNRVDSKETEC
Tn6 DDE FP: inhibitors of Tn6 peptide binding to fibrin DD(E), primary screen, biochemical, fluorescence polarization, human fibrin, Tn6 probe. Fibrinogen beta chain (Homo sapiens), P02675. Fibrin DD(E) TRITC-Tn6 fluorescence polarization displacement. inhibition, % at 8.3 µM. 0.21% of 370,000 active;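 active = inhibition above a per-campaign cutoff: mean of compounds within control limits plus 3 SD, cut at about 15% in these data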;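 note: 0% = median of all compound wells on the plate and 100% = blocking peptide control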
PLCb3 inh: human PLC-beta3 inhibitors, primary screen, biochemical, fluorescence. 1-phosphatidylinositol 4,5-bisphosphate phosphodiesterase beta-3 (Homo sapiens), Q01970. inhibition, % at 12.2 µM. Purified PLC-beta3, fluorogenic substrate. 0.18% of 370,000 active; in the data active = inhibition above about 11%;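 note: 0% = median of compound wells on plate and 100% = full blocker control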
DDE Tn7 FP inh: inhibitors of Tn7 peptide binding to fibrin DD(E), primary screen, biochemical, fluorescence polarization, human fibrin, Tn7 probe; 0.13% of 370,000 active; FP displacement of FITC-Tn7 peptide from fibrin DD(E); 0% = median of compound wells per plate; inhibition, % at 8.3 µM; Fibrinogen beta chain (Homo sapiens), P02675;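 active = inhibition above the mean of compounds falling within the control limits plus 3 SD of them, cut at about 14% in these data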;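 note: 0% = plate median of compound wells and 100% = 10 µM Aha-Tn7 peptide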
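System: human fibrin DD(E); quantity: Fibrin-DD(E) at 2 µM final; also added: fluorescent Tn7 probe at 0.1 µM; compound dosing: single nominal test concentration of 8.3 µM per compound; schedule: 10 min preincubation, 3 h with tracer, room temperature; detection: fluorescence polarization of the labelled Tn7 tracer; repeats: one replicate per compound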
ASAP1 inh: inhibitors of human ASAP1 ArfGAP activity, primary screen, biochemical, fluorescence polarization | ASAP1-stimulated ARF1 GTP hydrolysis, GDP FP detection | Arf-GAP with SH3 domain, ANK repeat and PH domain-containing protein 1 (Homo sapiens), … | inhibition, % at 16.5 µM | 0.19% of 360,000 active; in the data active = inhibition above about 25%;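 note: 0% = vehicle with enzyme and substrate and 100% = no enzyme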
SIAE primary: human SIAE inhibitors, primary screen, biochemical, fluorescence polarization, FP-Rh probe, 1536-well HTS; SIAE FP-Rh probe binding; inhibition, % at 9.66 µM; 0.69% of 370,000 active; AID 1053197, 2014;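 active = inhibition above a cutoff: mean of compounds within the control limits plus 3 SD of those, cut at about 17% in these data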;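 note: 0% = plate median of compound wells and 100% = probe without SIAE protein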
Target sequence (Q9HAT2 whole entry, looked up): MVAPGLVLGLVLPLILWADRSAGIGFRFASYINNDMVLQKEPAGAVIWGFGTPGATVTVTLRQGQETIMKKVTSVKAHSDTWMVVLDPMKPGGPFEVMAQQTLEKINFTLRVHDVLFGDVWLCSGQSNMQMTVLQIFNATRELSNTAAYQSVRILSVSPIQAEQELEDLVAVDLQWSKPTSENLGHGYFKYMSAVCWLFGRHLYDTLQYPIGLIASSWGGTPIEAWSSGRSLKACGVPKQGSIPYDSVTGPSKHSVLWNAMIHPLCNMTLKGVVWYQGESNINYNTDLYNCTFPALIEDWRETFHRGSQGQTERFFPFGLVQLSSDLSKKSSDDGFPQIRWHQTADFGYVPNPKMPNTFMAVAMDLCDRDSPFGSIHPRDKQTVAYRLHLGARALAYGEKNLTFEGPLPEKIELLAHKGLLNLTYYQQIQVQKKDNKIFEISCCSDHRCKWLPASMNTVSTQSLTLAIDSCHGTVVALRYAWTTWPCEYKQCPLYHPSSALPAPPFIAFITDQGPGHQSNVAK
TDP2 inh: human TDP2 enzyme inhibitors, primary screen, biochemical, epi absorbance, recombinant enzyme | Tyrosyl-DNA phosphodiesterase 2 (Homo sapiens), O95551 | inhibition, % at 12.8 µM | T5PNP hydrolysis, p-nitrophenol absorbance 415 nm | 0.34% of 370,000 active;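 active = inhibition above the mean of all tested compounds plus 3 SD, set per campaign, cut at about 25% in these data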;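 note: 0% = DMSO with enzyme and 100% = buffer with substrate but no TDP2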
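System – recombinant human TDP2 · Amount – 120 nM TDP2 per well · Buffer or medium – Mg2+-containing Tris-HCl buffer, pH 7.5 · Reagent – T5PNP substrate, 5 mM · Dosing – 12.8 µM single point, 1% DMSO · Incubation – 2 h at 37 °C · Measured by – epi absorbance · Read-out basis – percent inhibition · Benchmarks – high control without enzyme, low control DMSO plus TDP2 · Repeats – singlicate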
PLCg1 inh: PLC-gamma1 enzyme inhibitors, primary screen, biochemical, fluorescence, purified enzyme; inhibition, % at 12.2 µM; 0.84% of 370,000 active; fluorogenic substrate; AID 720700, 2013; 1-phosphatidylinositol 4,5-bisphosphate phosphodiesterase gamma-1 (Homo sapiens), P19174; in the data active = inhibition above about 9.5%
ARFGAP1 inhibitor: inhibitors of rat ARFGAP1 GAP activity, primary screen, biochemical, fluorescence polarization, GDP tracer; ADP-ribosylation factor GTPase-activating protein 1 (Rattus norvegicus), Q62848; Arfgap1-stimulated ARF1 GTP hydrolysis, GDP FP detection; inhibition, % at 16.5 µM; 0.26% of 360,000 active; AID 651572, 2012;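 active = inhibition above a per-plate limit, mean inhibition of low control wells plus 3 SD, cut at about 25% in these data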;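 note: 0% = DMSO wells with enzyme and 100% = wells lacking Arfgap1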
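Repeats: one replicate per compound; assay system: rat Arfgap1 catalytic domain, aa 1-136; times: enzyme reaction 120 min at 25 °C after 20 min preincubation; detection: FP of antibody-bound GDP Alexa 633 tracer, ex 620/em 688 nm; benchmarks: high control wells lacking Arfgap1, low control full reaction with DMSO; reagent: human ARF1(Δ1-17)-GTP substrate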
ADAM10 inh: human ADAM10 inhibitors, primary screen, biochemical, QFRET, HTS | Disintegrin and metalloproteinase domain-containing protein 10 (Homo sapiens), O14672 | recombinant ADAM10, EDANS/DABCYL FRET peptide cleavage, 3 h | inhibition, % at 7 µM | 0.62% of 370,000 active | AID 720582, 2013;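 active = inhibition above a per-campaign cutoff equal to the mean of compounds falling between control-based bounds plus 3 SD, cut at about 20% in these data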;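 note: 0% = DMSO wells while the 100% control is not disclosed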
Active calls of the source: *; i = inactive; . = not tested or not shown. Outcome played no part in choosing rows; 3.6% or so of the library scored in one or more.

ADAM17 inh	Tn6 DDE FP	PLCb3 inh	DDE Tn7 FP inh	ASAP1 inh	SIAE primary	TDP2 inh	PLCg1 inh	ARFGAP1 inhibitor	ADAM10 inh	Compound
-2	6	-8	9	5	-1	-15	0	-8	9	COc1cc(OC)c(C(=O)NC2CCCc3ccccc32)cc1OC (stereo not given)
-319	-2	i	8	7	7	3	i	-5	i	COC(=O)c1cnn2c(C(F)(F)F)cc(-c3ccco3)nc12
-3	10	-3	-2	-18	3	-1	-1	-5	1	CCN(C(=O)CSc1nc(C)cc(=O)[nH]1)C1CCCCC1
-1	-1	5	-3	-7	3	5	-67	4	1	Cc1csc(NC(=O)c2cccn2C)n1
-6	0	1	4	-3	-9	1	-1	-15	-8	Cc1cc(C(=O)OCC(=O)Nc2nc(-c3ccccc3)cs2)c(C)o1
-3	1	-4	3	-2	-1	-7	1	3	-6	O=c1c2ccccc2nc(SCc2ccc([N+](=O)[O-])cc2)n1-c1ccc(Cl)cc1
-4	-3	0	0	-1	6	9	1	12	-13	CC(=O)OCCn1c(C)[n+](CCOC(C)=O)c2cc(Cl)c(Cl)cc21
-8	4	-5	-1	17	7	-12	-7	-2	-31	CCN(CC)C(=O)Nc1cnc2ccccc2c1
2	-7	-5	-4	12	-2	-5	1	4	15	COc1ccc(S(=O)(=O)/C(C#N)=C/Nc2ccc(NC(C)=O)cc2)cc1
-2	0	0	-1	0	4	3	1	11	-7	C[C@H]1CN([C@@H](C)CO)S(=O)(=O)c2ccc(Br)cc2O[C@H]1CN(C)C(=O)CN(C)C
-4	-3	-1	5	-1	0	-2	4	2	-7	C=CC[C@@H](CC(=O)N[C@@H](CO)Cc1ccccc1)C(=O)N[C@@H](COC(=O)[C@@H](CC=C)Cc1ccc(F)cc1)Cc1ccccc1
-11	-13	-5	-6	4	-3	-9	-5	-5	-32	COCCCN(C(=O)CSCc1ccc(C)cc1)c1c(N)n(Cc2ccccc2)c(=O)[nH]c1=O
-16	-4	-57	4	8	-4	-12	-35	16	-26	O=C(O)/C=C/C(=O)Nc1cccc2cccnc12
-1	1	0	6	-3	8	4	0	-6	0	O=C(OCC(=O)N1CCc2ccccc2C1)c1c(F)cccc1Cl
-1	6	5	-1	-4	-13	0	4	-6	-9	CC(C)C[C@H](NC(=O)c1ccccn1)C(=O)N1CCC[C@H]1C(=O)NCc1ccccc1
0	0	-5	-7	4	-3	12	0	8	7	CCOc1ccc(S(=O)(=O)N2CCN(c3ncccn3)CC2)cc1
-1	-1	0	-1	2	1	-4	1	2	0	COc1cc(NS(=O)(=O)c2cccc3nsnc23)cc(OC)c1
2	2	5	-1	-8	9	1	0	-8	1	CCOc1ccccc1OCCCC(=O)N(CC)CC(=O)Nc1c(F)cccc1F
2	-4	4	4	1	-2	6	2	-4	6	Cc1cccc(Nc2nnc(SCC(=O)NCc3cccs3)s2)c1C
0	2	-1	5	4	-10	-1	0	14	-6	CC(=O)c1ccc(NC(=O)COC(=O)CCC(=O)c2cccs2)cc1
-1	1	4	-5	-3	-2	0	0	-2	-8	O=C(Cn1cnc2ccccc2c1=O)Nc1nnc(SCc2ccccc2)s1
-1	3	-3	5	6	-7	4	0	-4	0	CC(C)(C)c1ccc(C(=O)OCC(=O)Nc2cccc(S(=O)(=O)NC3=NCCC3)c2)cc1
-4	-8	-2	3	-2	1	7	2	2	-12	Cc1cccc(C(=O)NCC(=O)OCc2nc(N)nc(Nc3ccccc3C)n2)c1
-1	7	1	7	-7	-2	0	1	2	-6	CCc1ccccc1-n1c(SCC(=O)NC)nnc1-c1cccnc1
-1	-7	-8	3	-3	-9	8	-1	-1	2	O=C(Nc1ccon1)Nc1ccc(Cl)cc1Cl
-2	4	2	3	-1	-1	-4	4	-4	5	COc1ccc(CN2CCN(CCC(C)C)C(CCO)C2)cc1Cn1cccn1 (stereo not given)
5	-3	-4	-7	-4	-1	-9	5	5	7	O=C(NCC(=O)N(Cc1ccco1)C(C(=O)NC1CCCC1)c1ccncc1)c1cccs1 (stereo not given)
-5	-2	-10	2	1	2	1	5	6	-3	COc1ccc(Cc2nnc(NC(=O)c3ccc(OC)c(OC)c3)s2)cc1
-4	5	0	4	-6	4	3	0	-21	0	COc1ccc(NC(=O)COC(=O)[C@@H]2CCCN2C(=O)c2cccs2)cc1
-94	6	-244	-8	2	2	-6	-178	-1	-348	CCc1cc(=O)oc2cc(C)cc(OCC(=O)NCCCn3ccnc3)c12

No new results follow: entries from further up.
ADAM17 inh	Tn6 DDE FP	PLCb3 inh	DDE Tn7 FP inh	ASAP1 inh	SIAE primary	TDP2 inh	PLCg1 inh	ARFGAP1 inhibitor	ADAM10 inh	Compound
2	2	5	-1	-8	9	1	0	-8	1	CCOc1ccccc1OCCCC(=O)N(CC)CC(=O)Nc1c(F)cccc1F
2	-4	4	4	1	-2	6	2	-4	6	Cc1cccc(Nc2nnc(SCC(=O)NCc3cccs3)s2)c1C
0	2	-1	5	4	-10	-1	0	14	-6	CC(=O)c1ccc(NC(=O)COC(=O)CCC(=O)c2cccs2)cc1

(further entries)
ADAM17 inh	Tn6 DDE FP	PLCb3 inh	DDE Tn7 FP inh	ASAP1 inh	SIAE primary	TDP2 inh	PLCg1 inh	ARFGAP1 inhibitor	ADAM10 inh	Compound
3	4	4	-3	3	3	-13	4	0	0	CCOC(=O)C1CCN(c2c(NC3CCCc4ccccc43)c(=O)c2=O)CC1 (stereo not given)
-2	-3	-4	-1	4	-8	6	0	-6	-10	O=C(Cn1nnc2ccccc2c1=O)Nc1cccc(S(=O)(=O)N2CCOCC2)c1
2	3	0	-4	13	-22	3	0	-1	-4	CCC(C)n1c(SCC(=O)NC(=O)Nc2ccc3c(c2)OCCO3)nc2ccccc2c1=O (stereo not given)
-3	-7	-10	-7	-3	-4	-7	0	-6	-6	COCCNC(=O)c1c[nH]c2ccc(S(=O)(=O)N3CCc4ccccc43)cc2c1=O
-1	4	-1	0	7	5	-11	-2	-12	-3	CC1CC(C#N)N(N(C)C)C1=C(C#N)C#N (stereo not given)
-2	0	-4	-3	-13	-3	0	-3	6	-17	O=C(CNC(=O)N1CC(=O)Nc2ccccc21)NCc1ccc(F)cc1
4	-10	-1	-10	0	-2	-8	8	18	-9	COCCCNCCCCSc1ccc(Cl)cc1
1	-3	3	10	.	2	5	3	.	4	COc1cccc(CNC(=O)CNS(=O)(=O)c2ccc3nc(C)sc3c2)c1OC
4	1	-18	-9	8	-2	-7	-10	9	3	Cc1[nH]c2ccc(-c3n[nH]c(=S)n3-c3ccc(Br)cc3)cc2c1C
-5	-4	-8	3	2	-1	-1	-3	9	3	Fc1ccccc1Cc1noc(CN2CCN(c3ccc(Cl)cn3)CC2)n1
3	1	-4	0	-2	0	11	-2	-2	11	COc1ccc(C)cc1NC(=O)CCCN1C(=O)C(c2ccccc2)Oc2cccnc21 (stereo not given)
-1	-11	-10	-8	-3	7	3	1	-1	2	COCCNC(=S)N/N=C(\C)c1cccc(OC)c1
-5	0	-12	0	-10	-1	17	-6	5	-8	NC(=O)c1nsc(C(=O)N(c2ccccc2)C(C(=O)NC2CCCC2)c2ccc3ncccc3c2)c1N (stereo not given)
-1	9	-10	1	4	-2	-7	3	-6	-4	O=C(O)c1cccc(S(=O)(=O)Nc2ccc([N+](=O)[O-])cc2O)c1
-6	2	0	3	5	5	3	-1	14	4	CC(C)NC(=O)NC(=O)COc1c(F)c(F)cc(F)c1F
-10	5	-16	3	-1	14	5	-7	11	-21	COc1ccc(NC2CCCN(C(=O)Cn3ccc(C)n3)C2)cc1OC (stereo not given)
-2	4	1	5	-2	2	-9	-2	1	-3	C=CCn1c(=O)c(C(=O)NCCN(CC)CC)c(O)c2ccccc21
-1	8	0	8	1	1	4	2	-3	-2	OC[C@@H]1CN(Cc2ccccc2)C[C@H](n2cnc3c(NCc4ccco4)ncnc32)O1
-1	-4	-8	-2	144*	7	-9	-5	-10	0	COc1ccc2c(c1OC)C(=O)OC2CC(=O)c1ccc(O)c(O)c1 (stereo not given)
-2	1	-17	-1	-5	-6	-4	-9	0	-3	Cc1nc(Cl)sc1C(=O)Nc1cc(F)cc(F)c1
0	-3	-5	-2	0	-1	14	-5	3	-14	CCCCN(C)CCNC(=O)CCn1nc(-c2ccc(C)cc2)ccc1=O
0	0	-6	-2	5	-12	-5	-3	-5	3	CC(=O)OCC1=C(C(=O)O)N2C(=O)C(NC(=O)c3ccc(COc4c(C)cccc4Cl)o3)C2SC1 (stereo not given)
2	3	-10	-1	-2	2	4	2	4	-9	Cc1cccc(C(=O)NC(C(=O)Nc2ccc(S(=O)(=O)Nc3nccs3)cc2)C(C)C)c1 (stereo not given)
-3	7	-1	-5	0	-5	11	-3	7	-2	Cc1occc1C(=O)Nc1cccc(Cn2cccn2)c1
-6	-4	-1	2	-5	10	6	4	-14	1	Cc1cccc(OCCNc2cc(N3CCN(C)CC3)ccc2[N+](=O)[O-])c1
-5	12	-4	1	-3	-2	-6	1	8	0	O=C(NC1CCS(=O)(=O)C1)c1ccc(S(=O)(=O)N2CCCC2)cc1 (stereo not given)
-6	0	-1	1	10	0	-2	-1	-12	-8	O=C(Nn1c(-c2ccncc2)nc2ccccc2c1=O)c1ccc([N+](=O)[O-])cc1Cl
-2	3	2	-4	1	7	9	0	2	1	CC(=O)N1c2ccc([N+](=O)[O-])cc2NC(=O)CC1C (stereo not given)
1	-2	-5	2	-3	2	-1	1	1	-4	Cc1cccc(NS(=O)(=O)c2ccc(OCC(=O)N3CCCC3)cc2)c1
-5	0	-52	0	-3	10	6	-40	2	-15	COc1cc(N)c(Cc2nccc3cc(OC)c(OC)cc23)cc1OC
